# CHO parental Ca = ATP-evoked calcium signal inhibitors, parental CHO, primary screen, counter-screen for OX1R antagonist project, cell-based, fluorescence, Fluo-8 calcium dye; inhibition, % at 5.6 µM; parental CHO-K1, ATP-induced calcium, Fluo-8 fluorescence; hit rate 0.63% among 330,000;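 active = inhibition above that plate's mean sample inhibition plus 3 SD, cut at about 26% in these data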;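 also: 0% = ATP-challenged DMSO wells and 100% = DMSO wells without ATP; some compounds past the cut are filed as inactive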
#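 Material – parental CHO cells · Reagent – ATP stimulus · Compound – single nominal dose of 5.6 µM per compound · Detection – Fluo-8 fluorescence · Read-out basis – percent inhibition of calcium signal · Controls – ATP-challenged DMSO wells low, unchallenged DMSO wells high · Repeats – no replicates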
# M1 ag = human M1 muscarinic receptor agonists, primary screen, Fluo-8 calcium fluorescence, CHO-K1 cells, HTS; Muscarinic acetylcholine receptor M1 (Homo sapiens), P11229; CHO-K1 hM1, agonist mode; 0% DMSO, 100% acetylcholine EC100; activation, % at 3 µM; hit rate 0.33% among 360,000; AID 588814, 2011;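 active = activation above the run's mean compound activation plus 3 SD, cut at about 16% in these data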;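 also: peak over basal fluorescence ratio within a 140 s kinetic read after compound addition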
# Target sequence (P11229 whole entry, looked up): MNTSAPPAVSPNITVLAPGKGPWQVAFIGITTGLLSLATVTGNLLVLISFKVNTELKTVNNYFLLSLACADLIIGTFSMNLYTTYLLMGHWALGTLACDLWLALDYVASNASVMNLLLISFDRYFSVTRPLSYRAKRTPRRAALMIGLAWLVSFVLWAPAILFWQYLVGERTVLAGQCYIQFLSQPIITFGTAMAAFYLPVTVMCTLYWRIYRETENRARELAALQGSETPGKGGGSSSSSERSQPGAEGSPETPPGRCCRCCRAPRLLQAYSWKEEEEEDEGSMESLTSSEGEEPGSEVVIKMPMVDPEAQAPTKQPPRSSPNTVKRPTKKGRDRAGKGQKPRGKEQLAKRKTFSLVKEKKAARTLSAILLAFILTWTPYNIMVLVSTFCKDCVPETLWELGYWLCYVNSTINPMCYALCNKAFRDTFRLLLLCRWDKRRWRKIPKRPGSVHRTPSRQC
# TAAR1 antag = human TAAR1 antagonists, primary screen, Fluo-8 calcium fluorescence, CHO RD-HGA16 cells; Trace amine-associated receptor 1 (Homo sapiens), Q96RJ0; antagonist; inhibition, % at 3 µM; hit rate 1.5% among 360,000; AID 624466, 2012;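 active = inhibition above a per-plate cutoff, the mean inhibition of test compounds on that plate plus 3 SD, cut at about 49% in these data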;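 also: 0% = DMSO plus EC80 beta-PEA response and 100% = DMSO alone without agonist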
# Target sequence (Q96RJ0 whole entry, looked up): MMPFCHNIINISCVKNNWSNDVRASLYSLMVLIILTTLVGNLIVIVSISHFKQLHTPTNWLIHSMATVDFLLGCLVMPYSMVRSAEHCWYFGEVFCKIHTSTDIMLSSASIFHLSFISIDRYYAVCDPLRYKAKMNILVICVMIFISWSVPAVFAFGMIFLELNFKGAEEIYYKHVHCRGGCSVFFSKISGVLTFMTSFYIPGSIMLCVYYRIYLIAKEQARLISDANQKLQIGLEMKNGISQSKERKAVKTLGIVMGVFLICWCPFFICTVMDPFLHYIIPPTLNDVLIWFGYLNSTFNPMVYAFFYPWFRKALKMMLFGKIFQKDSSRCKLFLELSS
#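 Test system – hTAAR1-expressing CHO RD-HGA16 cells, Gα16-coupled · Also added – β-PEA at EC80 concentration, post-compound challenge · Compound – 3 µM, single point · Incubation – dye loading 75 min at 37 °C, then 30 min room temperature · Measured by – Fluo-8 intracellular calcium dye fluorescence, real-time kinetic reads · Benchmarks – vehicle and agonist controls · Replicates – singlicate, one well per test compound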
# OXTR potentiate = human OXTR potentiators, primary screen, fluorescence, CHO-OTR cells, Fluo-8 calcium; Oxytocin receptor (Homo sapiens), P30559; Fluo-8 calcium fluorescence, potentiator mode; 0% = oxytocin EC15, 100% = EC100; activation, % at 3 µM; hit rate 0.061% among 320,000;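 active = activation above that plate's cutoff, the mean activation of tested compounds plus 3 SD, cut at about 6.6% in these data, passing the limit was not always enough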;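 also: 100% uses oxytocin at 75 nM as the full agonist control; some results filed as inactive read as strong as hits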
#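 Assay system: CHO cell line stably expressing human OTR | Also added: Oxytocin at about EC15, sub-maximal agonist stimulus | Times: Compound 6 min at room temperature before oxytocin, 100 s read | Measured by: Fluo-8 intracellular calcium fluorescence, ex 470-495, em 515-575 nm | Controls: EC15 oxytocin alone as 0%, 75 nM oxytocin as 100%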
# CHO-K1 Ca antag = M1 antagonist counterscreen hit in parental CHO-K1 cells; ATP-induced calcium, Fluo-8 fluorescence; inhibition, % at 3 µM; hit rate 0.6% among 360,000;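 active = inhibition above a per-plate cutoff, the plate's mean sample inhibition plus 3 SD, cut at about 24% in these data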;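 also: 0% = DMSO plus EC80 ATP and 100% = DMSO alone without ATP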
# CHRM1 antagonist = human M1 muscarinic receptor antagonists, primary screen, CHO-K1 cells, Fluo-8 calcium fluorescence, 1536-well. Muscarinic acetylcholine receptor M1 (Homo sapiens), P11229. CHO-K1 hM1, ACh EC80 antagonist. inhibition, % at 3 µM. hit rate 1.3% among 360,000. AID 588852, 2011;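 active = percent inhibition above its own plate's cutoff, namely the mean of that plate's compound wells plus 3 SD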;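 also: peak over basal fluorescence ratio during 140 s after agonist addition; 0% = ACh EC80 plus DMSO and 100% = DMSO alone without agonist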
# TAAR1 ag = human TAAR1 agonists, primary screen, Fluo-8 calcium fluorescence, CHO RD-HGA16 cells; vehicle wells 0%, saturating PEA agonist 100%; Trace amine-associated receptor 1 (Homo sapiens), Q96RJ0; AID 624467, 2012; hit rate 0.99% among 360,000; activation, % at 3 µM;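 active = activation above the mean activation of all test compounds in the run plus 3 SD, cut at about 38% in these data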
#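 Test system: RD-HGA16 (CHO) cells co-expressing Gα16 and hTAAR1; dosing: one-point dosing at 3 µM (nominal); timing: 17-24 h seeding, 75 min 37 °C dye, 30 min RT; signal: kinetic Fluo-8 calcium fluorescence; read-out basis: % activation relative to PEA EC100 response; controls: DMSO and PEA EC100; replicates: n 1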
# M1 ag parental = counter-screen for M1 agonists: effect in parental CHO-K1 cells. activation, % at 3 µM. AID 602248, 2012. Fluo-8 calcium fluorescence; scaled to maximal ATP response, vehicle zero. hit rate 0.48% among 360,000; in the data active = activation above about 15%;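 also: untransfected CHO-K1 host cells lacking M1 receptor as counterscreen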
# CHO-K1 Ca PAM = nonselective calcium activators in parental CHO-K1 cells, primary screen, counter-screen for M1 PAM project, cell-based, Fluo-8 calcium fluorescence, full deck, 1536-well; ATP EC20; 0% at ATP EC20, 100% at ATP max; activation, % at 3 µM; hit rate 0.02% among 360,000; AID 602247, 2012;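 active = activation above the run cutoff, the mean activation of all test compounds plus 3 SD, cut at about 40% in these data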;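 also: peak over basal fluorescence ratio in a 140 s read after ATP addition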
# Active calls of the source: *; . = no result given.
# The first 2 compounds as a preview:
SMILES,CHO parental Ca,M1 ag,TAAR1 antag,OXTR potentiate,CHO-K1 Ca antag,CHRM1 antagonist,TAAR1 ag,M1 ag parental,CHO-K1 Ca PAM
COc1ccc(OC)c(-c2nc(CN3CCCCC3c3cccnc3)c(C)o2)c1 (stereo not drawn),-38,-13,1,5,-12,-2,3,2.6,3
O=C1CCCC/C1=C\Nc1ccc(O)cc1,-17,-5,-11,-4,-8,-17,9,0.5,14

# The whole of this part, repeating the preview:
SMILES,CHO parental Ca,M1 ag,TAAR1 antag,OXTR potentiate,CHO-K1 Ca antag,CHRM1 antagonist,TAAR1 ag,M1 ag parental,CHO-K1 Ca PAM
COc1ccc(OC)c(-c2nc(CN3CCCCC3c3cccnc3)c(C)o2)c1 (stereo not drawn),-38,-13,1,5,-12,-2,3,2.6,3
O=C1CCCC/C1=C\Nc1ccc(O)cc1,-17,-5,-11,-4,-8,-17,9,0.5,14
CCc1nnc(NC(=O)c2ccc(OC)cc2)s1,-2,-1,-6,-8,-9,-8,1,0.4,14
Oc1ccc(CNc2ccccc2)c2cccnc12,-1,-2,.,-6,-2,2,.,-0.2,-4
CCCCC[C@H]1CN(Cc2ccccc2)C(=O)[C@@H]1CC(=O)NCc1ccc(OC)cc1,-20,-4,11,0,-27,-12,13,0.4,28
O=C(CN1CCN(Cc2ccccc2)CC1)Nc1ccc([N+](=O)[O-])cc1C(=O)Nc1ccccc1F,-24,-4,58*,-10,0,22,16,4.2,16
COCc1nc2sc3c(c2c(=O)[nH]1)CCCC3,6,-6,26,-1,2,13,-3,4.2,10
CCCCCCCCCCCC(=O)N/N=C/c1ccco1,-10,-2,-18,-9,-11,-5,3,0.9,20
CC1CCCC(NC(=O)COC(=O)Cc2cn3ccsc3n2)C1C (stereo not drawn),.,-5,6,.,3,-28,0,-0.2,7
Cc1ccc(S(=O)(=O)N(C)CC(=O)OCC(=O)c2ccc3c(c2)NC(=O)CO3)cc1,-10,2,102*,-9,-22,0,-1,9.1,19
CSc1nnc(CNC(=O)C23CC4CC(CC(C4)C2)C3)n1Cc1ccccc1,-17,-11,17,-5,-8,-9,7,2.0,25
COCCN=c1scc(-c2ccco2)n1/N=C/c1ccc(O)c(O)c1O,8,-2,-4,-4,-12,-5,-1,0.6,-1
Cc1cccc(OCC(=O)NNC(=O)C2CCN(c3ncnc4sc(C)c(C)c34)CC2)c1,-20,2,75*,-15,-7,17,19,12,-13
CCOC(=O)CSc1nc2c(sc(=S)n2Cc2ccco2)c(=O)n1-c1ccc(F)cc1,-7,-3,-14,-3,2,0,6,0.0,-7
COc1cccc(-n2c(Cn3nc(C(F)(F)F)cc3C)n[nH]c2=S)c1,-5,-3,-7,0,-6,-5,2,0.2,28
COc1ccc(CC(=O)N2N=C(C)CC2(O)c2cccnc2)cc1 (stereo not drawn),-1,-4,-2,-6,-8,-8,12,0.3,15
CC(=O)C1=C(O)C(=O)N(CCN2CCOCC2)C1c1ccc(N(C)C)cc1 (stereo not drawn),0,-3,-6,-1,-2,-6,4,0.4,8
COC(=O)c1ccccc1NC(=O)C(=O)NCc1ccncc1,-10,-6,-7,-6,13,8,7,-0.1,-13
O=C(NC1CCCC1)c1ccc([N+](=O)[O-])s1,4,-3,-20,-13,1,4,4,1.0,-2
COCCN(C(=O)c1ccc(N(C)S(=O)(=O)c2ccc(C)cc2)cc1)c1c(N)n(CC(C)C)c(=O)[nH]c1=O,.,0,-5,.,-9,0,0,-0.2,10
Cc1cccc(OCCCC(=O)Nc2ccc(S(=O)(=O)Nc3onc(C)c3C)cc2)c1C,-11,-2,1,-9,-1,-27,16,0.1,4
O=C(c1ccc(S(=O)(=O)N2CCOCC2)cc1)N(Cc1ccco1)Cc1cccs1,6,-1,23,-23,3,14,11,5.6,9
CCOC(=O)COc1nc(OC)nc(N2CCOCC2)n1,7,-5,1,-2,-11,-6,4,0.5,21
Cc1c(Cl)cccc1NC(=S)NCC(C)C,-12,-8,18,-9,2,11,1,1.5,6
Cc1cc(C(=O)N/N=C/c2ccc(O)c([N+](=O)[O-])c2)c(C)n1-c1ccc(F)cc1,-14,-4,-21,3,-4,-3,-3,-0.7,18
CC(C)OCCCNC(=O)Cn1nc(-c2ccccc2)ccc1=O,2,0,-18,-3,-20,-11,8,0.8,3
Cc1ccc(/C=C/C(=O)N2CCN(S(=O)(=O)c3ccc(C)c(C)c3)CC2)o1,-28,-9,-6,-10,-9,1,-2,-0.4,3
O=C(N/C=N/O)C(c1ccccc1)c1ncc(C(F)(F)F)cc1Cl (stereo not drawn),-15,-6,20,-17,-5,-1,-2,-0.3,-9
CCOC(=O)[C@H]1[C@H]2COc3ccc(OC)cc3[C@@H]2N2C(=O)c3ccc(Cl)cc3NC(=O)[C@@]12C,-25,-8,22,12,-10,-6,8,-0.2,1
CSc1ccccc1NC(=O)CN(C)C(=O)Cn1c(=O)oc2ccccc21,-12,-3,-37,-4,-4,-10,1,0.2,4
O=C(COC(=O)c1ccc[n+]([O-])c1)Nc1ccc([N+](=O)[O-])cc1Cl,-7,1,-17,3,15,7,1,-0.3,-11
O=C(c1ccc(Cl)c(S(=O)(=O)N2CCCCCC2)c1)N1CCCCC1,9,4,15,-12,-1,-6,28,4.0,-4
CCc1ccc(Nc2nnc(SCC(=O)NC(=O)c3cccn3C)s2)cc1,-1,2,-14,-16,2,-3,4,-0.9,6
Cc1ccc(CNC(=O)C2CCCN(c3cnccn3)C2)cc1 (stereo not drawn),-16,-2,-8,-6,-17,-20,1,0.7,1
O=C(Nc1ccc(F)cc1)/C(Cl)=C/c1ccccc1,-10,-16,32,0,13,2,11,0.5,9
CCOC(=O)N(C)c1c(CC)nc2c(OCc3ccccc3C)cccn12,.,-8,-13,.,-1,5,2,0.5,12
COc1ccc(S(=O)(=O)CCC(=O)N2CCN(c3cccc(Cl)c3)CC2)cc1,-1,-2,-21,-7,2,-7,1,9.8,-3
COc1ccccc1-c1cc(NC(C)=O)c2ncc(-c3cccc(C(F)(F)F)c3)n2c1,.,-3,59*,.,-12,-11,1,-0.1,13
CNC(=S)NNC(=O)COc1ccc(C)c(C)c1,-4,0,-7,-7,-3,-4,4,0.0,19
CCOc1ccc2nc(NCCCNS(=O)(=O)c3ccc(F)cc3)c(C#N)cc2c1,9,-1,.,-9,8,4,.,-0.7,-6
Cc1cc(O)c(-c2cc(C(=O)NCc3ccc4c(c3)OCO4)[nH]n2)cc1C,-4,-5,5,3,5,3,3,-0.2,6
COc1cc(C(=O)NCCc2c[nH]c3ccccc23)ccc1OCc1c(C)noc1C,5,-5,63*,-14,-8,20,16,7.0,4
CCN1CCN(C(=O)CN(c2cc(OC)ccc2OC)S(C)(=O)=O)CC1,4,-5,10,-22,0,-7,7,-0.4,0
COC(=O)c1ccncc1N,1,-1,9,-1,-7,4,3,0.5,12
COc1ccc(S(=O)(=O)Nc2ccc3c(c2)COC3=O)cc1OC,-10,-1,0,-7,-10,-7,12,0.6,20
O=C(c1ccccc1)c1ccc(OC(=O)N2CCCC2)cc1,-21,-2,1,-11,-14,-10,0,0.8,4
CCc1c(C)sc(NC(=O)/C=C/C(=O)O)c1C(N)=O,-1,-4,-4,-15,-3,-10,14,0.4,10
Cc1ccc(NC(=O)CN2C(=O)CCSc3ccc(S(=O)(=O)N4CCCC4)cc32)cc1,-13,-6,-6,-6,-13,3,-2,0.6,-3
COc1ccc(Cc2nnc(NN)[nH]c2=O)cc1OC,-20,-4,-5,-7,-8,0,-2,-0.1,4
COc1ccccc1C=C1CCc2ccccc2C1=O,.,-5,-1,.,-2,-5,-1,0.8,9
C/C(=N\NC(=O)c1cccc2ccccc12)c1cccs1,-6,-3,-11,-8,9,9,-1,0.5,-21
CCOCCCNCc1c(Cl)cccc1Cl,6,-10,0,-1,-1,2,1,0.1,26
CCOC(=O)c1c(NC(=O)C(=O)N/N=C/c2ccc(OCC)cc2)sc2c1CCCCC2,-16,-4,0,0,-8,0,1,0.6,15
CCOc1cc(/C=N/Nc2nc3ccccc3[nH]2)cc(Br)c1OCC(=O)N(C)C,-11,-1,20,-22,-9,-9,3,1.6,-11
Cn1nnc2cc(C(=O)Nc3ccccc3)ccc21,3,-5,3,-8,-3,-7,8,11,18
Cc1ccc(N(CC(=O)NCc2ccccc2)C(=O)CCC(=O)Nc2ccccn2)cc1,-9,1,-15,-10,-5,-14,5,0.8,-25
CCOCCn1c(=O)c2c(nc3n2CCCN3CCc2ccccc2)n(C)c1=O,-23,-1,-16,-7,-10,-9,10,2.1,16
COc1ccc(NC(=O)c2oc3ccccc3c2NC(=O)C2CC2)cc1OC,-21,-3,19,-9,-1,11,3,2.2,-1
Cc1ccc(OC(=O)N(C)C[C@@H]2OCc3cn(nn3)CCCC(=O)N([C@H](C)CO)C[C@H]2C)cc1,.,-3,17,.,-20,-18,-1,0.3,23
CCOC(=O)c1csc(COc2ccc(OC)cc2)n1,-16,2,-22,-3,-9,-14,4,4.7,3
# (cont.)
SMILES,CHO parental Ca,M1 ag,TAAR1 antag,OXTR potentiate,CHO-K1 Ca antag,CHRM1 antagonist,TAAR1 ag,M1 ag parental,CHO-K1 Ca PAM
CC1(C(=O)N/N=C/c2ccccc2)CC1(Br)Br (stereo not drawn),-5,-6,-26,-24,-3,10,1,1.0,15
COc1ccc(C)cc1S(=O)(=O)N1CCN(Cc2ccccc2)CC1,-28,-3,-21,-4,24,10,11,0.1,-8
Oc1c(CN2CCCC(C(F)(F)F)C2)cc(Cl)c2ccccc12 (stereo not drawn),-2,-4,-7,-2,-11,-5,33,2.0,12
CCOC(=O)C1CN(S(=O)(=O)c2ccccc2)C1,1,-3,-6,-14,-5,-5,6,0.9,14
CN(C(=O)C(C)(C)C)C1c2c(ccc3ccccc23)OCC1CO (stereo not drawn),.,-1,-1,.,0,-14,9,6.1,3
CC(=O)Nc1ccc(OCC(=O)NC(C)C(C)C)cc1 (stereo not drawn),0,-2,5,-12,5,-18,18,-0.2,12
CCCc1nc2c(o1)CC(CC(C)SCC)CC2=O (stereo not drawn),-11,-2,-3,-3,-9,-32,-2,-0.2,5

# Source: PubChem BioAssay
